P. falciparum M1AAP = malaria alanyl aminopeptidase activity blockers – biochemical, fluorogenic H-Leu-NHMec substrate, 1536-well (AID 1445). recombinant M1AAP, H-Leu-NHMec fluorogenic kinetic assay; higher % means a stronger effect. inhibition, % at 30 µM; hits with a dose series show IC50 in µM. actives 0.42% (n = 220,000);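 active means primary inhibition above the hit cutoff, then over 50% inhibition at one or more dose response concentrations, cut at about 23% in these data, passing the limit was not always enough; inconclusive means conflicting primary data, or primary hits not chosen for dose response; inactive means low primary inhibition, or under 50% at every dose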;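 further: plate controls were DMSO full reaction for no effect and no enzyme background for full effect; strong numbers were not always called active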
AID2073 = disruptors of CaV2.2 binding to Mint1 – biochemical, HTRF (AID 2073). inhibition, % at 20 µM; hits with a dose series show IC50 in µM. actives 0.19% (n = 290,000). HTRF protein-protein interaction, Mint1-CaV2.2; higher % means a stronger effect; in the data active means inhibition mostly above about 51%, no sharp cut-off; inconclusive means no clear call, values can overlap the other calls; inactive means mostly below about 53%; further: some results filed as inactive read as strong as hits
KOR beta-arrestin-1 = kappa opioid receptor blockers – cell-based, luminescence, uHTS (AID 1778); KOR beta-arrestin recruitment, luminescence, antagonist mode; higher % means a stronger effect; actives 0.091% (n = 290,000); one-dose inhibition, % at 10 µM; IC50 in µM for titrated hits; further: strong numbers were not always called active
KOR beta-arrestin-2 = KOR agonists, beta-arrestin recruitment, primary screen, cell-based, luminescence, uHTS (AID 1777) | KOR beta-arrestin recruitment, luminescence; higher % means a stronger effect | activation, % at 10 µM; hits with a dose series show EC50 in µM | actives 0.02% (n = 280,000); in the data active means activation above about 50%, passing the limit was not always enough; further: a part of the inactive calls stands beside numbers as strong as those of hits
NOD1 inhibition = NOD1 signaling inhibitors, primary screen, cell-based, luminescence, uHTS (AID 1578). NOD1-driven NF-kB luciferase reporter cells, luminescence; higher % means a stronger effect. inhibition, % at 4 µM; hits with a dose series show EC50 in µM. actives 1% (n = 290,000); in the data active means inhibition mostly above about 36%, no sharp cut-off; inactive means mostly below about 34%;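 further: HEK-293T reporter cells stimulated with the NOD1 agonist gamma-tri-DAP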
Dynein cargo inh = dynein cargo transport inhibition; 3617.4 mouse cells, GR-EGFP nuclear translocation imaging; test concentration mostly 20 µM; stimulated with dexamethasone, 1 µM; active compounds read low; z-score, hits read low; actives 0.47% (n = 220,000); AID 1381;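 active means plate z-score of nuclear minus cytoplasmic receptor signal below a set negative limit, without overly bright fluorescence or cell loss, cut at about -3.5 in these data, passing the limit was not always enough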;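 further: z-score of nuclear minus cytoplasmic ring GR-EGFP intensity difference per well; some compounds called inactive have numbers as strong as hits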
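Buffer or medium: tet-free, stripped-serum medium; Also added: dexamethasone, 1.0 µM final; Technique: high-content fluorescence imaging after fixation; Times: 48 h induction, 1 h compound, 30 min dex at 37 °C; Read-out: per-cell GR-EGFP intensity, nucleus versus surrounding cytoplasmic ring, well-averaged.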
GPR55 activation = GPR55 agonists via beta-arrestin recruitment, primary screen, imaging, U2OS cells, beta-arrestin-GFP redistribution (AID 1961). U2OS GPR55 beta-arrestin-GFP redistribution imaging; higher % means a stronger effect. one-dose activation, % at 10 µM; EC50 in µM for titrated hits. actives 0.048% (n = 290,000);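 active means activation above 40% with more than 50 cells counted in the well; inconclusive means wells holding fewer than 50 cells, flagged as toxic or sparse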;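 further: U2OS osteosarcoma cells stably expressing GPR55 and beta-arrestin-GFP; plate controls were DMSO negative control for no effect and LPI positive control for full effect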
P. falciparum M17LAP = P. falciparum M17LAP inhibitors, primary screen, biochemical, fluorogenic H-Leu-NHMec substrate, 1536-well (AID 1619); one-dose inhibition, % at 30 µM; IC50 in µM for titrated hits; actives 0.38% (n = 220,000); recombinant M17LAP, H-Leu-NHMec fluorogenic kinetic assay; higher % means a stronger effect;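 active means compound inhibiting the enzyme by more than half at any dose during confirmatory dose-response retesting; inconclusive means strong single-dose inhibitors picked by rank but not retested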;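 further: plate controls were full reaction with DMSO carrier for no effect and no enzyme background for full effect; strong numbers were not always called active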
NOD2 inhibition = NOD2 signaling inhibitors, cell-based, luminescence, uHTS, HEK293 (AID 1566) | actives 0.63% (n = 290,000) | inhibition, % at 4 µM; hits with a dose series show EC50 in µM | HEK293 NOD2/NF-kB luciferase reporter, luminescence; higher % means a stronger effect; further: many of its hits are not listed in these tables
Dynein cargo inh cytoplasmic EGFP = second read-out of Dynein cargo inh, no call of its own (marks repeat the call); z-score; measured here: cytoplasmic GR-EGFP intensity; active compounds read high
Dynein cargo inh nuclear GR-EGFP = recorded beside Dynein cargo inh, whose call it bears; z-score; measured here: nuclear GR-EGFP intensity;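 lower value marks the stronger effect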
Dynein cargo inh cell count = further read-out of Dynein cargo inh, marked with its call; z-score; measured here: cell count per field
An asterisk follows results filed as active; ? = inconclusive; . = not tested or not shown; [ ] = remark or other dose. Unless noted, no stated cut-off is given here; in the data, active means inhibition above about 50%; inactive means the rest. These rows are one share of the data, so the mix of outcomes need not match the whole.

SMILES	P. falciparum M1AAP	AID2073	KOR beta-arrestin-1	KOR beta-arrestin-2	NOD1 inhibition	Dynein cargo inh	Dynein cargo inh cytoplasmic EGFP	Dynein cargo inh nuclear GR-EGFP	Dynein cargo inh cell count	GPR55 activation	P. falciparum M17LAP	NOD2 inhibition
CCOC(=O)c1cnc(SCC(=O)Nc2cc(OC)cc(OC)c2)nc1N	5%	20%	27%	-0.2%	-8%	1.7	-0.12	1.1	-1.7	-0.1%	-4%	17%
CC(C)c1csc(CN2CCN(Cc3ccc(F)c(F)c3)C(CCO)C2)n1 (stereo not drawn)	1%	3%	-7%	-3.9%	-20%	1.1	-0.16	0.79	-0.87	0.0%	1%	4%
CCN(CC(=O)Nc1cccc(OC)c1)c1ncnc2sc(C)c(C)c12	0%	-2%	-11%	-1.0%	14%	1.3	-0.17	1.3	-2.4	-0.3%	13%	31%
CCOC(=O)c1c(NC(=O)c2ccc(N3C(=O)[C@@H]4[C@H](C3=O)[C@H]3C=C[C@@H]4C3)cc2)sc2c1CCCC2	6%	45%	-25%	-5.7%	-11%	-0.31	-0.19	0.014	0.4	-0.3%	8%	38%
Cc1nn(C)c(C)c1/C=C(/C(=O)C(C)(C)C)n1cncn1	8%	-5%	3%	-4.9%	5%	-1.8	-0.084	-0.43	1.3	-0.1%	-2%	8%
CCC(C)c1ccc(NC(=S)Nc2ccc(OC)cc2C)cc1 (stereo not drawn)	11%	-18%	-22%	2.1%	55%	1.3	-0.14	0.66	-0.76	0.1%	35%	-12%
C[N+]1(CC#CC(O)(c2ccccc2)c2ccccc2)CCCC1	7%	-2%	-31%	-0.3%	-27%	-0.57	-0.27	0.53	0.18	0.1%	1%	12%
CCOc1ccc2[nH]c(C)c(CN3CCCCC3)c(=O)c2c1	-5%	5%	-12%	-0.8%	-13%	0.72	-0.4	0.72	-1.1	-0.1%	4%	9%
CCCc1nn2c(=O)cc(O)nc2s1	7%	-5%	16%	1.0%	10%	-0.63	-0.3	-0.48	0.33	-0.2%	13%	22%
FC(F)(F)c1cc(-c2ccccc2)nc2nc(N3CCOCC3)sc12	-1%	1%	-1%	1.1%	-20%	-0.9	-0.3	-0.41	1.1	0.1%	-3%	12%
COc1cccc(CNC(=O)C2CCC(CNc3nc(=S)[nH]c4ccccc34)CC2)c1 (stereo not drawn)	4%	38%	36%	-2.0%	-15%	-1.1	-0.07	-0.71	-0.25	-0.2%	12%	14%
Cc1cccc(C)c1NC(=O)COC(=O)c1ccc2c(c1)OCO2	1%	4%	6%	-5.1%	-33%	0.28	-0.24	0.03	1.1	0.2%	7%	-3%
O=C(C(Cc1ccccc1)n1cccc1)N1CCN(c2ccccc2)CC1 (stereo not drawn)	15%	-1%	4%	-3.7%	-2%	-0.34	-0.09	-0.12	-0.5	0.2%	4%	-33%
Cc1ccc(Cn2c(N/N=C/c3ccncc3)nc3c2c(=O)n(C)c(=O)n3C)cc1	-2%	1%	0%	1.9%	10%	0.98	0.36	0.56	0.012	0.3%	-1%	18%
Cc1nc(NC(=O)COC(=O)c2ccc(S(=O)(=O)N3CCc4ccccc4C3)cc2)c(Cl)cc1Cl	-5%	10%	-28%[20 µM]	-2.7%	-22%	-0.93	-0.33	-0.46	0.39	-0.1%	2%	11%
COc1ccc2c(c1)Sc1ccccc1N2	5%	-28%	0%	-9.3%	-28%	0.76	-0.32	0.67	-0.67	-0.3%	0%	-8%
CS/C(=N\S(=O)(=O)c1cccs1)Nc1ccc(N2CCOCC2)cc1	1%	7%	9%	-1.3%	2%	-0.33	-0.34	0.045	0.19	-0.2%	-3%	-11%
COc1ccc(OC)c(S(=O)(=O)CC(=O)c2cc3ccc(OC)cc3oc2=O)c1	.	32%	4%	2.2%	-22%	.	.	.	.	-0.1%	.	6%
CCc1nc(SCC(=O)N2CCN(C(=O)c3ccco3)CC2)c2c3c(sc2n1)CCCC3	-3%	8%	-26%	-0.6%	52%	1.1	-0.12	1.1	-0.39	-0.4%	12%	10%
COc1ccc(CNc2nc3nc(C)cc(C)n3n2)cc1	8%	0%	2%	-0.6%	-3%	-0.054	0.18	-0.4	-0.29	-0.2%	1%	11%
Cc1cc(C(=O)Nc2cccc(/C=C/C(=O)O)c2)c(C)o1	6%	-2%	-21%	3.9%	-4%	-0.1	-0.072	0.5	1.1	-0.1%	20%	6%
CCCn1c(SCC(=O)NC2CCCCC2)nnc1C1CC1	.	-3%	-6%	-1.5%	-31%	.	.	.	.	0.0%	.	-23%
CCOC(=O)C(CC)Sc1nc2c(cnn2-c2ccc(F)cc2)c(=O)[nH]1 (stereo not drawn)	.	10%	25%	-11%	-3%	.	.	.	.	-0.2%	.	21%
Cc1ccc(NC(=O)C(=O)NCCOc2ccccc2Cl)cc1	18%	-4%	.	-0.9%	-26%	0.1	-0.17	0.17	0.062	-0.2%	2%	-6%
CC(C(=O)Nc1cccnc1)N1C(=O)c2ccccc2C1=O (stereo not drawn)	3%	-8%	27%	-0.8%	-9%	0.071	-0.21	0.07	0.41	-0.1%	0%	13%
Cc1cccc(N=Nc2c(C)[nH]n(-c3ccccc3)c2=O)c1	0%	-10%	-55%[20 µM]	.	8%	-0.8	-0.24	-0.3	0.72	-0.1%	-1%	-26%
O=C(NC1CCCC1)c1cccc(NC(=O)c2ccco2)c1	-2%	4%	9%	-3.1%	10%	-0.49	-0.089	-0.24	0.46	-0.1%	4%	9%
O=C(Nc1ccccc1-c1ccccc1)c1ccccc1	.	-4%	-19%[20 µM]	-0.8%	-32%	.	.	.	.	0.2%	.	-2%
CCn1cc(/C=C(\NC(=O)c2ccccc2)C(=O)NCCCN2CCOCC2)c2ccccc21	.	-5%	-12%	-1.3%	-20%	.	.	.	.	-0.1%	.	34%
N#C/C(=C\c1c(F)cccc1Cl)S(=O)(=O)c1ccccn1	6%	2%	7%	2.9%	-5%	0.45	-0.22	-0.016	-0.54	-0.3%	0%	18%

Part of the list above with just P. falciparum M17LAP, KOR beta-arrestin-2 and Dynein cargo inh cytoplasmic EGFP:
| SMILES | P. falciparum M17LAP | KOR beta-arrestin-2 | Dynein cargo inh cytoplasmic EGFP |
| --- | --- | --- | --- |
| Cc1cc(C(=O)Nc2cccc(/C=C/C(=O)O)c2)c(C)o1 | 20% | 3.9% | -0.072 |
| CCc1nc(SCC(=O)N2CCN(C(=O)c3ccco3)CC2)c2c3c(sc2n1)CCCC3 | 12% | -0.6% | -0.12 |

The list goes on:
SMILES	P. falciparum M1AAP	AID2073	KOR beta-arrestin-1	KOR beta-arrestin-2	NOD1 inhibition	Dynein cargo inh	Dynein cargo inh cytoplasmic EGFP	Dynein cargo inh nuclear GR-EGFP	Dynein cargo inh cell count	GPR55 activation	P. falciparum M17LAP	NOD2 inhibition
O=c1cc(N2CCC3(CC2)OCCO3)[nH]c(=O)n1-c1ccc(Br)cc1	-4%	16%	15%	4.1%	-22%	-0.79	-0.22	-0.17	0.98	-0.3%	7%	10%
COc1ccccc1NC(=S)NC(=O)c1ccc(-c2ccc(Cl)cc2)o1	9%	-12%	21%	0.0%	-27%	-0.32	0.37	-0.16	0.62	0.0%	4%	15%
CNC(=O)Cn1nc(-c2ccc(C)c(S(=O)(=O)N(C)C)c2)c2ccccc2c1=O	12%	11%	-19%	6.6%	-4%	-0.28	-0.25	-0.4	0.24	-0.3%	3%	21%
CCCOc1ccc(C(=O)C(c2ccccc2)N2CCOCC2)cc1 (stereo not drawn)	6%	3%	2%	5.8%	14%	0.4	-0.33	0.24	0.44	-0.2%	0%	1%
Cc1ccc2cc(CN(Cc3ccco3)C(=O)c3ccco3)c3nnnn3c2c1	.	10%	-14%	-0.1%	-19%	.	.	.	.	-0.4%	.	-1%
Cc1ccc(N=Nc2c(N)[nH]n3c(=O)c4c(nc23)CCCC4)cc1	-4%	-20%	-4%	2.1%	35%	-0.46	0.025	-0.23	0.13	-2.3%	-5%	13%
CCN1C(=O)c2cccc3c(NC(=O)c4ccc(S(=O)(=O)N(C)C)cc4)ccc1c23	6%	7%	-3%	2.1%	-42%	-0.092	-0.17	0.52	0.19	-0.1%	3%	-12%
Cn1nccc1C(=O)NCCN1C(=O)OC(C)(C)C1(C)O (stereo not drawn)	3%	4%	10%	-3.6%	-18%	-0.33	-0.19	0.066	0.76	-0.4%	7%	-3%
COc1ccc(OC)c(S(=O)(=O)N2C(C)CCCC2C)c1 (stereo not drawn)	-3%	-3%	-10%	11%	-1%	-1.2	-0.092	-0.025	-0.13	0.2%	-7%	4%
CCc1ccc(NC(=O)c2cc3c(C)nc4ccccc4c3o2)cc1	2%	?	-59%	-0.2%	-28%	0.14	-0.19	-0.17	0.27	-0.1%	24%	33%
O=C(O)C(c1ccccc1)N1C(=O)/C(=C\c2ccc(O)c(O)c2)SC1=S (stereo not drawn)	.	6%	2%	-1.9%	-6%	.	.	.	.	-0.1%	.	13%
Cc1ccsc1/C=N/NC(=O)C(O)c1ccccc1 (stereo not drawn)	.	-5%	-23%	2.1%	-18%	.	.	.	.	0.2%	.	2%
CC(=O)Nc1c(O)n(C)c2ccccc12	-4%	-4%	13%	2.2%	-15%	-0.88	-0.17	-0.22	0.26	0.6%	-8%	-9%
COc1ccc(OC)c(/C=C2\N=C(c3ccccc3)OC2=O)c1	.	32%	-30%[20 µM]	0.4%	-9%	.	.	.	.	-0.3%	.	9%
Cc1ccccc1NC(=S)N(Cc1ccco1)C(C)c1ccccn1 (stereo not drawn)	2%	-7%	-25%	4.1%	-11%	-0.12	-0.26	0.068	0.33	0.7%	3%	3%
COc1ccc(-c2noc(CSc3nc4sc(C)c(C)c4c(=O)n3-c3ccccc3)n2)cc1OC	6%	48%	38%	-6.2%	-17%	0.97	-0.53	0.25	0.02	-0.4%	11%	8%
CC(C)(C)C(=O)Cn1c(=N)n(Cc2ccccc2)c2ccccc21	6%	1%	8%	-4.8%	-29%	1.8	0.17	1.9	-0.94	-0.1%	-12%	5%
NS(=O)(=O)c1ccc(Oc2ccc(S(N)(=O)=O)cc2)cc1	-14%	6%	2%	-2.4%	-19%	1.3	-0.2	0.66	-0.48	-0.5%	-22%	28%
CCc1ccc(N(CC(=O)N2CCCCCC2)S(C)(=O)=O)cc1	.	2%	9%	2.6%	-26%	.	.	.	.	-0.2%	.	-9%

Source: PubChem BioAssay (several laboratories)
